Source: PubChem BioAssay (several laboratories)
Runt-CBFb FRET: blocks binding of human RUNX1 Runt domain to CBFb; Q01196+Q13951; Cerulean-Runt/Venus-CBFb FRET ratio 530/480, 1 h; inhibition, % at 20 µM; hit rate 0.46% among 220,000;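 active = inhibition over about 50% at 20 µM in the single-dose screen, limit read from the data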;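 note: 0% = DMSO wells and 100% = excess unlabeled CBFb competitor control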
Target sequence (Q01196 whole entry, looked up, the tested form may be a part): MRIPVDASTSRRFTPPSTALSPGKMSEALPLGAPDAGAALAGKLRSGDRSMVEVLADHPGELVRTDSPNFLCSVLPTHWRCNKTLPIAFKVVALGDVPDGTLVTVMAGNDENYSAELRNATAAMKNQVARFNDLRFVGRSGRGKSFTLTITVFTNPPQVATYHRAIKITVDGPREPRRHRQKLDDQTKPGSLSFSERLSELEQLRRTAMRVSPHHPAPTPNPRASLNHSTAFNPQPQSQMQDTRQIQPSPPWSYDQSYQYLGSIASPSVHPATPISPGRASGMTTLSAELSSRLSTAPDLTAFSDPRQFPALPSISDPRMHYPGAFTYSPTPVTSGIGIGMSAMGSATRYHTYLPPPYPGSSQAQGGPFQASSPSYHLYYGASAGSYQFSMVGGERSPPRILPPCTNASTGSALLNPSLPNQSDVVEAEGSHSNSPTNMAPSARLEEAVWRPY
Target sequence (Q13951 whole entry, looked up, the tested form may be a part): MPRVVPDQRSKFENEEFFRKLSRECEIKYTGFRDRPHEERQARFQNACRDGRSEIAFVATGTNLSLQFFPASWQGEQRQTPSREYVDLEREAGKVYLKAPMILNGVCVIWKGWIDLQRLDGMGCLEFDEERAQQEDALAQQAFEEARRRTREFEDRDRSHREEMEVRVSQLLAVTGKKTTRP
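Reagent – Venus-CBFb binding partner, 100 nM · Assay system – Cerulean-tagged RUNX1 Runt domain (FRET donor) fusion protein · Input – 100 nM per protein · Incubation – two 1 h room-temperature incubations shielded from light · Measured by – FRET fluorescence · Medium – Tris buffer pH 7.5 with salts and BSA · Benchmarks – unlabeled CBFb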
Furin inhibitor: human furin inhibition. P09958. purified furin, fluorogenic substrate cleavage. inhibition, % at 30 µM. hit rate 0.061% among 220,000. AID 463115; in the data active = inhibition above about 25%; note: inactives centre near -15
Tb hexokinase: blocks Trypanosoma brucei hexokinase 1 activity | recombinant TbHK1, G6PDH-coupled NADH A340 | inhibition, % at 10 µM | hit rate 0.11% among 220,000;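 active = inhibition of 50% or more in the single-dose primary screen; inactive = inhibition below 50%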
m-calpain inh: blocks pig calpain II enzyme activity; purified calpain II, fluorogenic peptide substrate, 30 min; inhibition, % at 16 µM; hit rate 0.37% among 220,000; AID 1236;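 active = inhibition above about 50%, limit read from the data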
EBV gp42 inh: inhibitors of Epstein-Barr virus glycoprotein 42 | Q1HVG2 | Fluorescence polarization binding assay, mP read-out | inhibition, % (tested at 21.74 µM) | hit rate 0.42% among 220,000; in the data active = inhibition above about 50%
RBBP9 inh: inhibitors of human serine hydrolase RBBP9 | recombinant RBBP9, FP-Rh probe fluorescence polarization | inhibition, % at 7.94 µM | hit rate 0.2% among 220,000 | AID 1515;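 active = inhibition above the campaign mean of all tested compounds plus 3 SD, cut at about 14% in these data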;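 note: plate controls were DMSO wells with RBBP9 for no effect and wells lacking RBBP9 protein for full effect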
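Measured by – fluorescence polarization · Test system – RBBP9 protein · Input – 2.5 µM RBBP9 dispensing solution, before mixing · Measure – percent inhibition from mP, scaled between DMSO and no-protein wells · Benchmarks – DMSO-treated enzyme wells and wells lacking RBBP9 · Times – preincubation 30 min plus labeling 45 min at 25 °C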
p97 ATPase inh: human p97 ATPase inhibition; recombinant p97 ATPase, Kinase-Glo ATP luminescence, 3 h; inhibition, % at 8 µM; hit rate 0.42% among 220,000; AID 1481; in the data active = inhibition above about 15%;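 note: 0% = DMSO vehicle and 100% = wells lacking enzyme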
Runt-SMMHC FRET: blocks binding of human RUNX1 Runt domain to CBFb-SMMHC. Q01196+Q13951. Cerulean-Runt/Venus-CBFb-SMMHC FRET ratio 530/480, 1 h. inhibition, % at 20 µM. hit rate 0.74% among 220,000. AID 1434;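 active = mean inhibition across duplicate retests at 20 µM reaching about 50%, limit read from the data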;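 note: 0% = DMSO wells and 100% = wells with excess untagged CBFb-SMMHC; inhibitors lower the FRET ratio by blocking Runt binding to CBFb-SMMHC; some results filed as inactive read as strong as hits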
p47phox inh: blocks human p47phox regulatory protein of NADPH oxidases | p47phox/p22phox peptide binding, fluorescence polarization, 2 h | AID 1274 | P14598 | hit rate 0.53% among 220,000 | inhibition, % at 24.7 µM;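 active = inhibition above about 30%, limit read from the data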;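 note: 0% = p47phox with labelled peptide and 100% = labelled peptide alone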
Target sequence (P14598 whole entry, looked up): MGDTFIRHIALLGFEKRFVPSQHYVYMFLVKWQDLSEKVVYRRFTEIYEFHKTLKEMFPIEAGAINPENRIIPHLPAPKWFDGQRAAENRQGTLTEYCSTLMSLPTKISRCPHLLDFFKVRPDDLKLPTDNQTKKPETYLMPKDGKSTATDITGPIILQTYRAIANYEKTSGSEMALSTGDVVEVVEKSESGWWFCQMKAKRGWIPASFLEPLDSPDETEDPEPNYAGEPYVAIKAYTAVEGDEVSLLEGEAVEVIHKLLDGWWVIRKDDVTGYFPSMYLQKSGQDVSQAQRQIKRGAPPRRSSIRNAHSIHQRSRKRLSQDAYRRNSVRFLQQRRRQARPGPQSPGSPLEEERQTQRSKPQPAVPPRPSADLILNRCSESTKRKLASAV
Starred values were filed as active, the others as inactive; x = no result given; [ ] = remark or other dose.

(1) COc1cc(/C=C/C(=O)Nc2cc(S(=O)(=O)N3CCOCC3)ccc2N2CCCC2)cc(OC)c1OC
(2) Cn1c(N)c(C(=O)COc2ccc(C#N)cc2)c(=O)n(C)c1=O
(3) Cc1ccc(/C=N/NC(=O)CCn2nc(C)cc2C)c(C)c1
(4) CCc1ccc(Nc2ccc(C(N)=O)cc2[N+](=O)[O-])cc1
(5) CCCn1c(NC(=S)Nc2ccccc2)nc2ccccc21
(6) NC(=O)C[C@H]1NC(=O)[C@H](CCC(=O)O)NC(=O)c2cc([N+](=O)[O-])cc(I)c2NCCC[C@@H](C(N)=O)NC1=O
(7) CCCS(=O)(=O)N1CCCC(C(=O)NCCCN(CC)c2cccc(C)c2)C1 (centres undefined)
(8) COc1ccc(/C=C(\C#N)C(=O)OCC(=O)Nc2c(C)cccc2C)cc1
(9) Cc1ccc(C(C(=O)NC2CCCC2)N(Cc2ccco2)C(=O)CCC(=O)Nc2ccccn2)cc1 (centres undefined)
(10) COc1ccc2nc(NC(=O)Nc3cccc4ccccc34)sc2c1
assay / compound	1	2	3	4	5	6	7	8	9	10
Runt-CBFb FRET	8	0	1	-6	18	2	20	-22	-2	6
Furin inhibitor	-4	-20	-17	-24	-6	-12	-14	-25	-27	-36
Tb hexokinase	-16	6	-1	18	1	-10	-4	-6	6	9
m-calpain inh	-28	18	3	24	10	-22	x	-10	36	-28
EBV gp42 inh	5	1	-9	-12	11	-4	x	-42	0	-1
RBBP9 inh	-11	-4	0	-9	-3	-6	-2	0	-4	-4
p97 ATPase inh	-1	-2	1	5	-6	2	-10	2	3	5
Runt-SMMHC FRET	7	0	1	1	8	0	2	-31	3	-3
p47phox inh	1	7	0	-9	-18	-1	x	-11	3	-13

(11) O=C(Cn1[nH]c(=O)c2ccccc2c1=O)OCC(=O)N1CCc2ccccc2C1
(12) CCCC(c1nnnn1CCc1ccccc1)N1CCN(C2CCCC2)CC1 (centres undefined)
(13) N#Cc1nc(COc2ccccc2)oc1NCCN1CCOCC1
(14) COc1ccc(C)c(-n2c(N)cc(=O)n(Cc3ccccc3)c2=O)c1
(15) COc1ccc(C(=O)NCC(=O)OCC(=O)NCCC2=CCCCC2)cc1
(16) CCn1c2c(c3cc(C(=O)O)ccc31)CCCC2=O
(17) CC(C)NC(=O)c1cc2nc(-c3ccco3)cc(C(F)(F)F)n2n1
(18) COc1ccccc1OCC(=O)N1CCNC1=O
(19) O=C(COC(=O)c1cncc(Br)c1)NCc1ccccc1Cl
(20) c1ccc2c(c1)N1CCN=C1N2CCN1CCCCC1
assay / compound	11	12	13	14	15	16	17	18	19	20
Runt-CBFb FRET	-2	-2	2	-1	-3	0	2	1	0	-2
Furin inhibitor	-15	-8	-16[20 µM]	-16	-13	-19[20 µM]	-18[20 µM]	-18	-23	-19
Tb hexokinase	4	3	-2	-7	1	-8	-23	-1	0	-11
m-calpain inh	12	-18	9	-9	-37	-85	-313	11	42	14
EBV gp42 inh	-19	-15	-21	-10	-14	0	-1	-5	4	-20
RBBP9 inh	-4	-5	-3	0	-4	4	-6	-5	-5	-9
p97 ATPase inh	7	-3	4	7	1	3	1	2	-2	0
Runt-SMMHC FRET	0	3	3	-1	-2	-1	17	-6	-4	0
p47phox inh	5	-1	2	-11	-8	2	-9	-1	0	-3

4 compounds already listed, sorted by SMILES length, rising:
(16) CCn1c2c(c3cc(C(=O)O)ccc31)CCCC2=O
(15) COc1ccc(C(=O)NCC(=O)OCC(=O)NCCC2=CCCCC2)cc1
(14) COc1ccc(C)c(-n2c(N)cc(=O)n(Cc3ccccc3)c2=O)c1
(11) O=C(Cn1[nH]c(=O)c2ccccc2c1=O)OCC(=O)N1CCc2ccccc2C1
assay / compound	16	15	14	11
Runt-CBFb FRET	0	-3	-1	-2
Furin inhibitor	-19[20 µM]	-13	-16	-15
Tb hexokinase	-8	1	-7	4
m-calpain inh	-85	-37	-9	12
EBV gp42 inh	0	-14	-10	-19
RBBP9 inh	4	-4	0	-4
p97 ATPase inh	3	1	7	7
Runt-SMMHC FRET	-1	-2	-1	0
p47phox inh	2	-8	-11	5

Next structures follow.
(21) Cc1c(C(=O)O)[nH]c2c1C(=O)CC(c1ccccc1)C2 (centres undefined)
(22) O=C(NNc1nc2ccccc2s1)Nc1ccc(F)cc1
(23) Cc1ccc(C23CC4CC(CC(CN)(C4)C2)C3)cc1
(24) O=C(NCC1CC1)Nc1cccs1
(25) CC(C)Cn1cc(C(=O)N2CCOCC2)c2c3ccccc3n(C)c2c1=O
(26) COc1ccc(N(C(=O)CCl)C(C(=O)NCCc2ccccc2)c2cccs2)cc1Cl (centres undefined)
(27) Cc1cc(C)n2c(Br)c(CSc3nc4ccccc4o3)nc2n1
(28) N#Cc1c(-c2ccccc2)nc(N2CCOCC2)[nH]c1=O
(29) CCOC(=O)c1sc(NC(=S)NC(=O)C23CC4CC(CC(C4)C2)C3)cc1C
(30) CC(NC(=O)c1cnccn1)c1ccc(S(N)(=O)=O)cc1 (centres undefined)
assay / compound	21	22	23	24	25	26	27	28	29	30
Runt-CBFb FRET	2	31	0	3	2	-2	11	0	3	2
Furin inhibitor	-15[20 µM]	-21	-20	-15	-47	-18	-10	-12[20 µM]	-11	-18
Tb hexokinase	6	-8	2	8	-22	-1	-5	-9	-7	-4
m-calpain inh	-10	11	20	-11	-114	-7	-103	19	-7	16
EBV gp42 inh	-7	-6	5	-9	4	13	-10	-1	-6	-1
RBBP9 inh	-11	6	-5	-2	-1	-11	3	-2	-1	0
p97 ATPase inh	2	6	-3	0	1	5	2	-1	5	10
Runt-SMMHC FRET	-9	-3	-3	-4	1	-4	7	-2	1	-5
p47phox inh	-10	2	-4	-5	-9	-13	-7	-3	-4	2

Fetched by structure from the entries so far (six):
(23) Cc1ccc(C23CC4CC(CC(CN)(C4)C2)C3)cc1
(24) O=C(NCC1CC1)Nc1cccs1
(9) Cc1ccc(C(C(=O)NC2CCCC2)N(Cc2ccco2)C(=O)CCC(=O)Nc2ccccn2)cc1 (centres undefined)
(29) CCOC(=O)c1sc(NC(=S)NC(=O)C23CC4CC(CC(C4)C2)C3)cc1C
(14) COc1ccc(C)c(-n2c(N)cc(=O)n(Cc3ccccc3)c2=O)c1
(11) O=C(Cn1[nH]c(=O)c2ccccc2c1=O)OCC(=O)N1CCc2ccccc2C1
assay / compound	23	24	9	29	14	11
Runt-CBFb FRET	0	3	-2	3	-1	-2
Furin inhibitor	-20	-15	-27	-11	-16	-15
Tb hexokinase	2	8	6	-7	-7	4
m-calpain inh	20	-11	36	-7	-9	12
EBV gp42 inh	5	-9	0	-6	-10	-19
RBBP9 inh	-5	-2	-4	-1	0	-4
p97 ATPase inh	-3	0	3	5	7	7
Runt-SMMHC FRET	-3	-4	3	1	-1	0
p47phox inh	-4	-5	3	-4	-11	5

The listing continues.
(31) COc1cccc(CC(=O)NCC2COc3ccccc3O2)c1OC (centres undefined)
(32) Cc1c(Nc2nc3ccccc3nc2N2CCN(c3ccccc3)CC2)c(=O)n(-c2ccccc2)n1C
(33) CCOC(=O)C1(CCOc2ccccc2)CCN(Cc2ccc3nonc3c2)CC1
(34) O=C1CCNc2cc3ccccc3cc21
(35) CS(=O)(=O)N1CCc2ccccc2C1
(36) COC(=O)Cn1c(=NC(=O)CSCC(=O)NC2CCCCC2)sc2cc(OC)ccc21
(37) CC(=O)c1cccc(NC(=O)c2ccoc2C)c1
(38) CCC(=O)N1CCN(C(=O)CC)C1c1ccccc1
(39) Cc1nc2c(c(=O)n1CCC1=CCCCC1)c1nc3ccccc3nc1n2/N=C/c1ccco1
(40) Cc1cc(Nc2cccc(O)c2)c2ccccc2n1
assay / compound	31	32	33	34	35	36	37	38	39	40
Runt-CBFb FRET	-2	1	-2	16	-2	-1	0	-3	0	-1
Furin inhibitor	-29	-12	-10	-15[20 µM]	-24[20 µM]	-21[20 µM]	-7	-14	-1	-7
Tb hexokinase	2	-18	0	-5	-6	-34	2	9	-7	-21
m-calpain inh	4	-1	22	-225	26	-51	12	-31	-377	29
EBV gp42 inh	-12	-20	8	48	-11	5	-3	-11	-15	-7
RBBP9 inh	-4	-6	-2	3	-8	1	6	0	-9	-10
p97 ATPase inh	5	-2	-3	-2	4	0	2	-2	2	0
Runt-SMMHC FRET	-3	-5	-2	75*	3	-2	-3	-5	0	0
p47phox inh	2	-4	-10	-11	5	-14	-5	3	-90	3

(41) Cc1c(C(=O)C(C)C)n(C)c2ccccc12
(42) Cc1c(OCc2ccccc2)c(=O)ccn1Cc1ccccc1
(43) CC(C)NC(=O)c1cc(-c2cccs2)on1
(44) Cn1c(=O)c(=O)n(C)c2cc(S(=O)(=O)N3CCC(N4CCCCC4)CC3)ccc21
(45) O=C(Nc1ccccc1)N1CCN(CCc2ccccc2)CC1
(46) CCCN(CCC)C(C)C(=O)NCC1(c2ccccc2)CCCC1 (centres undefined)
(47) CCOC(=O)C1CCCN(CCC(C)c2ccccc2)C1 (centres undefined)
(48) O=C(Nc1ccccc1C(=O)NCc1ccco1)Nc1cccc2ccccc12
(49) NC(=O)Cn1nc([N+](=O)[O-])nc1Oc1ccccc1C(=O)N1CCOCC1
(50) CCn1c2ccccc2c2cc(NC(=O)C/C(C)=N/NC(=O)c3ccccc3N)ccc21
assay / compound	41	42	43	44	45	46	47	48	49	50
Runt-CBFb FRET	-3	-2	0	x	0	-4	2	6	-1	0
Furin inhibitor	-17[20 µM]	6[20 µM]	-31[20 µM]	-8[20 µM]	-24	-20	-3[20 µM]	-15	-9	-21[20 µM]
Tb hexokinase	2	-5	-2	-14	2	-1	5	9	-4	-12
m-calpain inh	-19	3	23	x	-6	-2	4	14	5	-136
EBV gp42 inh	-10	-14	1	x	14	-2	-15	2	-11	-5
RBBP9 inh	-5	9	1	-3	-7	-10	3	-11	-8	-4
p97 ATPase inh	1	1	3	1	-3	-4	-3	1	7	0
Runt-SMMHC FRET	1	3	4	x	-6	-5	-5	-1	-4	0
p47phox inh	-4	-2	-8	x	-8	-5	-8	-6	-4	-12

(51) COC(=O)c1cc(NC(=O)c2cc(-c3ccc(OC)cc3)oc2C(F)(F)F)ccc1N1CCOCC1
(52) COc1ccccc1-c1nnc(SCC(=O)NC2CCS(=O)(=O)C2)n1N (centres undefined)
(53) COc1cccc(C(=O)NCc2cccnc2)c1
(54) COC(=O)c1nn(-c2ccccc2)c(Sc2ccc(C)cc2)c1/C=N/O
(55) COc1ccc([N+](=O)[O-])cc1NC(=S)NC(=O)C(C)(C)C
(56) Oc1ccccc1N=Cc1sc2ccccc2c1Cl
(57) Cc1ccc(S(=O)(=O)CCc2nnc(NC(=O)CCl)s2)cc1C
(58) Cc1nc2ccccc2c(=O)n1CC(=O)N1CCOCC1
(59) CCOc1ccc(NC(=S)NC(=O)/C=C/c2ccc(Br)cc2)c([N+](=O)[O-])c1
assay / compound	51	52	53	54	55	56	57	58	59
Runt-CBFb FRET	0	0	0	1	0	4	1	0	2
Furin inhibitor	-8	-20	-3	-23	-22	-24	-22	-17[20 µM]	-20
Tb hexokinase	-22	-6	-4	11	-3	0	2	4	-15
m-calpain inh	-56	-14	-11	18	3	2	1	-8	5
EBV gp42 inh	-22	-3	-20	-12	-3	-13	-1	-16	-2
RBBP9 inh	-6	-2	-1	-9	-10	-2	-10	-8	-10
p97 ATPase inh	-7	0	4	-1	0	4	-1	-3	0
Runt-SMMHC FRET	-5	0	-6	-3	-1	-5	-1	-3	0
p47phox inh	-35	-1	-13	1	-4	-29	-5	-12	13
